Screening data: PubChem, National Center for Advancing Translational Sciences (NCATS)
Nrf2 block = inhibitors of Nrf2 signaling. Potency, µM (highest dose often 46 µM), without a hit: at the highest dose activity change, negative = inhibition, hits mostly inhibitors. A549 ARE-Fluc reporter, luciferase luminescence, 18-24 h. hit rate 2.1% among 360,000. AID 504444; also: % is scaled to controls: 0 for no effect and ±100 for the full control effect; nearly all actives have a fitted effect of over 60% in size
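Concentration-response testing used A549 ARE_Fluc cells at 5000 cells/well. Following an 18-24 h compound incubation, viability was read by fluorescence (Ex 405/Em 525) and luciferase output by luminescence.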
Nrf2 ARE act = Nrf2 pathway activation; AREc32 ARE-luciferase reporter (MCF7-derived line), luminescence, 24 h; Potency, µM (series often up to 46.1 µM), inactives show at the highest dose activation, hits mostly activators; hit rate 0.31% among 410,000; also: % of control where 0% means no effect; nearly all actives have a fitted effect of over 65% in size
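Cells of the AREc32 ARE-luciferase line are plated in OPTI-MEM containing 5% FBS and left overnight at 37 deg C. Compounds are pinned in, incubation continues 24 hr, and firefly luciferase signal is then measured.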
S2 tox = viability counter-screen for ATXN expression inhibitors. S2 cells (HEK-293 line with an ATXN2-luciferase reporter) viability, CellTiter-Fluor protease fluorescence, 24 h. hit rate 0.49% among 400,000. Potency, µM (titrated, usually from 56.7 µM), most hits filed as cytotoxic; also: nearly all actives have a fitted effect of over 40% in size
HepG2 tox = HepG2 cytotoxicity, counter-screen for TGF-b inhibitors; HepG2 CAGA-GFP viability, ATP luminescence, 18 h; Potency, µM (top dose mostly 46.1 µM), inactives show at the top dose activity change, negative = cytotoxicity, actives largely listed as cytotoxic; hit rate 0.76% among 410,000; also: some results filed as inactive show a strong effect at the top dose
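CellTiter-Glo luminescence gave cytotoxicity after 18 hours at 37 degrees C. The cells were HepG2 CAGA-GFP in 1% FBS DMEM, stimulated with 500 pg/mL TGF-beta after compound addition. %Activity was normalised to no-cell wells (complete cell-killing) and DMSO (no toxicity), and curves were fitted and classified.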
TGFb SMAD3 inh = blocks TGF-b signaling; HepG2 CAGA-GFP TGF-b/SMAD3 reporter, GFP fluorescence, 18 h; TGF-beta stimulated, 500 pg/mL final; Potency, µM (titrated, usually from 46.1 µM), without a hit: top-dose activity, negative = inhibition, most hits filed as inhibitors; hit rate 1.2% among 410,000; also: % is scaled to controls: 0 for no effect and ±100 for the full control effect; nearly all actives have a fitted effect of over 65% in size
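HEPG2 CAGA-GFP, 1000 cells/well; 2 h settle, 37 C; cpd via pin tool; TGF-b 500 pg/mL final; 18 h, 37 C; GFP imaging ex488/em500-530; %Activity normalised to -TGF-b and +DMSO controls; CRC fit, curve class.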
ATXN2 expr inh = reduces ATXN2 reporter expression in HEK-293 cells; Potency, µM (doses to about 57 µM), for inactives: at the highest dose activity change, negative = inhibition, most hits filed as inhibitors; HEK-293 ATXN2-luciferase reporter, luminescence, 24 h; hit rate 0.72% among 360,000; also: % is scaled to controls: 0 for no effect and ±100 for the full control effect; nearly all actives have a fitted effect of over 55% in size
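ATXN2-luciferase reporter cells (luciferase flanked by upstream and downstream ATXN2 gene portions) were treated 24 h at 37 °C with compounds at up to 57 uM. SteadyGlo luminescence gave expression; GF-AFC fluorescence gave viability.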
A549 viability = counter-screen for Nrf2 inhibitors: cytotoxicity in A549 cells | A549 ARE-Fluc cells, CellTiter-Fluor viability, 18-24 h | Potency, µM (top dose mostly 46 µM), without a hit: at the highest dose activity change, negative = cytotoxicity, most hits filed as inhibitors | hit rate 0.16% among 390,000 | AID 504648; also: % is scaled to controls: 0 for no effect and ±100 for the full control effect
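A549 ARE-Fluc cells in 5% FBS OPTI-MEM, 5000 cells/well, rested 2 h then exposed to compounds in concentration-response for 18-24 h at 37 °C. Viability by CellTiter-Fluor fluorescence (Ex 405/Em 525) after 30 min; luciferase luminescence (BugLite, 15 min, RT) read afterwards.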
MCF10A rereplic = DNA re-replication induction in MCF 10a cells; MCF 10A DNA re-replication, Hoechst nuclear intensity, 48 h; Potency, µM (doses to about 46.1 µM), inactives show at the highest dose activity, positive = re-replication, usual class: activators; hit rate 2.9% among 350,000; also: % of control where 0% means no effect; nearly all actives have a fitted effect of over 50% in size
EPAC2 antag = blocks human EPAC2 exchange factor; Potency, µM (series often up to 114 µM), inactives show at the top dose activity, negative = inhibition, most hits filed as inhibitors; Q8WZA2; hit rate 0.18% among 360,000; EPAC2 GEF exchange of Rap1B-BODIPY-GDP, fluorescence; also: % is scaled to controls: 0 for no effect and ±100 for the full control effect; nearly all actives have a fitted effect of over 45% in size; many of its hits are not listed in these tables
Target sequence (Q8WZA2 whole entry, looked up): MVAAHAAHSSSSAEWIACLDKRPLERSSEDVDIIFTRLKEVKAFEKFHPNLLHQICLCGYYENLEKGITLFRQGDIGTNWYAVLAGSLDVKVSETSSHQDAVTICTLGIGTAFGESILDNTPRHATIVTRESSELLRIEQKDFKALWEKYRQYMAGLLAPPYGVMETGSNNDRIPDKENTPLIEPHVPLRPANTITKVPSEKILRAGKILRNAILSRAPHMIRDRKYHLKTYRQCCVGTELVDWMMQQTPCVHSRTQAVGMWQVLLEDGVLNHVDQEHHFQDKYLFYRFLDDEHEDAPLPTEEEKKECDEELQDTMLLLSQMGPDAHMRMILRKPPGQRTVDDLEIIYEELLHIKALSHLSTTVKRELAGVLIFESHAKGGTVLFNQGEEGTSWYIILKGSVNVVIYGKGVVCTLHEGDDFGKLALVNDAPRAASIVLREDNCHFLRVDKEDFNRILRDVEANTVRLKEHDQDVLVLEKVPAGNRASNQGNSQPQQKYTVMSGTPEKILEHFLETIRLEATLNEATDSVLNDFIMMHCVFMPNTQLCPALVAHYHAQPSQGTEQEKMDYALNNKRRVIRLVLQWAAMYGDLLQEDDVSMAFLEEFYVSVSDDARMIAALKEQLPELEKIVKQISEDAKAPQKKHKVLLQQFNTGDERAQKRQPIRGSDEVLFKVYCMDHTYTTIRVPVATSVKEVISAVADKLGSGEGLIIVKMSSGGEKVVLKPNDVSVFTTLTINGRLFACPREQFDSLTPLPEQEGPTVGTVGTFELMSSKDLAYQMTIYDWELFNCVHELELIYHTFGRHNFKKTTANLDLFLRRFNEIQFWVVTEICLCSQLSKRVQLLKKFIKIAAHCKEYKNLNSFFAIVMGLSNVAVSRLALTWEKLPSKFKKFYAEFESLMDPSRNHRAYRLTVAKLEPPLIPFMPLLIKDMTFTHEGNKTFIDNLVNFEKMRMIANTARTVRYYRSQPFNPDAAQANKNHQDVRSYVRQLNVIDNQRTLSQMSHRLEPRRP
Active calls of the source: *; i = inactive; ? = inconclusive; / = not tested or not shown; [ ] = another dose, or the depositor's remark. Calls follow the shape of the dose curve; as a rule, active = well fitted curve in the direction sought with a large enough effect; inconclusive = small, poorly fitted or top-dose-only effect, or another doubt; inactive = no such curve, though single readings can be large; an effect the other way counts as inactive or inconclusive. Potency is read from the fitted curve at half-maximal effect. Some of the compounds tested, so the mix of outcomes need not match the whole.

Keys – A = Nrf2 block; B = Nrf2 ARE act; C = S2 tox; D = HepG2 tox; E = TGFb SMAD3 inh; F = ATXN2 expr inh; G = A549 viability; H = MCF10A rereplic; I = EPAC2 antag
> Cc1cc(C)n2nc(SCc3nnc(SCc4ccccc4)s3)nc2n1
  A: -26%; B: -0.4%; C: i; D: -14%; E: -1%; F: -10%; G: -1%; H: -1%; I: 3%

> CC(=O)NCCNc1nc2cc(-c3cnn(CCC(C)C)c3)sc2c(=O)n1C
  A: /; B: 0.5%[9.22 µM]; C: ?; D: -3%; E: 20%; F: -24%; G: /; H: /; I: 9%

> CCC(C)NC(=O)CSC1=Nc2ccccc2C2=NC(c3ccccc3)C(=O)N12 (stereo not drawn)
  A: 0%; B: -0.1%; C: i; D: 2%; E: 10%; F: 6%; G: 8%; H: 0%; I: 2%

> O=C(Nc1ccc2c(c1)C(=O)N(CC1CCCO1)C2=O)c1ccc(Cl)c(Cl)c1 (stereo not drawn)
  A: ?; B: 0.3%; C: i; D: -2%; E: ?; F: 0%; G: -17%; H: 13%; I: 5%

> N#Cc1nc(-c2ccccc2F)oc1N1CCCCC1
  A: 12%; B: 28%; C: i; D: -3%; E: -1%; F: 5%; G: 14%; H: -4%; I: -29%

> OCCC1CN(Cc2cnc(-c3ccccc3)s2)CCN1Cc1ccccc1 (stereo not drawn)
  A: ?; B: 0.5%; C: i; D: -12%; E: -6%; F: -37%; G: -8%; H: 9%; I: -10%

> CN(C)CCNc1nc2sc3c(c2c(=O)n1-c1ccc(F)cc1)CCCCC3
  A: 2%; B: 8.7%; C: i; D: -23%; E: ?; F: -1%; G: -14%; H: ?; I: 5%

> CCOC(=O)COn1c(=O)c(-c2ccc(Br)cc2)[n+]([O-])c2ccccc21
  A: ?; B: 3.1%; C: i; D: 5%; E: 1%; F: 39%; G: -1%; H: -7%; I: 5%

> O=c1c(S(=O)(=O)c2cccc(Cl)c2)cn(Cc2ccccc2)c2cc(N3CCOCC3)c(F)cc12
  A: ?; B: -0.5%; C: /; D: 22%; E: -10%; F: /; G: -17%; H: /; I: /

> CCOC(=O)c1cc(-c2ccccc2)n(CC(=O)Nc2cc(Cl)c(OC)cc2OC)c1C
  A: /; B: -0.1%; C: /; D: 9%; E: 14%; F: /; G: -15%; H: /; I: /

> C/C(CCc1ccc2c(c1)OCO2)=N\N=C1\NC(=O)CC(C(=O)Nc2ccc(C(=O)O)cc2)S1 (stereo not drawn)
  A: -2%; B: -0.5%; C: i; D: 3%; E: 3%; F: 2%; G: 1%; H: -1%; I: -9%

> Cc1cccc(-c2noc(CNC(=O)COc3ccccc3C)n2)c1
  A: 3%; B: -0.9%; C: i; D: -15%; E: -10%; F: -9%; G: 11%; H: 10%; I: -14%

> Cc1cc2c(cc1S(=O)(=O)NCC(C)c1ccccc1)n(C)c(=O)c(=O)n2C (stereo not drawn)
  A: ?; B: 2.8%; C: i; D: -30%; E: 2%; F: 5%; G: -14%; H: 2%; I: -4%

> O=C(Cn1ccc(NC(=O)OCc2ccccc2)nc1=O)NCc1ccc2[nH]ccc2c1
  A: -2%; B: -0.7%; C: i; D: 5%; E: 5%; F: 1%; G: -5%; H: 0%; I: 35%[activator]

> COc1ccc(S(=O)(=O)N2CCOCC2)cc1NC(=O)Cn1nnc2ccccc2c1=O
  A: 4%; B: -0.5%; C: ?; D: -2%; E: 4%; F: -21%; G: -11%; H: 0%; I: 0%

> CCOc1ccccc1NC(=O)Cn1c(=O)n(Cc2ccccc2)c(=O)c2cccnc21
  A: 13%; B: 2.4%; C: i; D: -4%; E: 2%; F: -3%; G: 10%; H: /; I: /

> CS(=O)(=O)c1ccc(C(=O)OCc2nnc(-c3ccc(Cl)cc3)o2)cc1[N+](=O)[O-]
  A: ?; B: ?; C: /; D: -83%; E: ?; F: ?; G: -19%; H: 3.7µM*; I: 0%

> Cc1ccc2c(c1)c(=O)c(C(=O)c1ccccc1)cn2Cc1ccccc1F
  A: -32%; B: 0.3%; C: i; D: -6%; E: -3%; F: 1%; G: -16%; H: /; I: /

> O=C(CSc1nnc2ccccn12)NC(=O)NC1CCCC1
  A: -18%; B: 0.1%; C: i; D: -15%; E: 1%; F: 9%; G: -6%; H: -12%; I: 14%

> CCn1cc(C(=O)NC2CCCCCC2)c2cc(OC)c(OC)cc2c1=O
  A: -6%; B: -0.3%; C: ?; D: -3%; E: 8%; F: -21%; G: -12%; H: -1%; I: 4%

> COc1ccccc1CNC(=O)c1cc(-c2ccccc2)n[nH]1
  A: ?; B: 3.8%; C: i; D: -36%; E: 26%; F: 5%; G: 11%; H: /; I: /

> CCOC(=O)CCCCCC(=O)Nc1ccc2c(c1)C(=O)N([C@H](C)CO)C[C@H](C)[C@H](CN(C)C(=O)C1CCCCC1)OCCCC[C@@H](C)O2
  A: /; B: 0.0%; C: i; D: -12%; E: -11%; F: -14%; G: /; H: /; I: -7%

> Clc1ccc2nc(C3CCCCC3)c(Cc3ccsc3)n2c1
  A: /; B: 8.0%; C: ?; D: -7%; E: ?; F: 9%; G: /; H: /; I: -23%

> CSc1nsc(SCC(=O)Nc2ccc(C(=O)O)cc2)n1
  A: 4%; B: -0.2%; C: i; D: -15%; E: -6%; F: -2%; G: 4%; H: -1%; I: -1%

> C/C(Nc1ccc(Cl)c(Cl)c1)=C1/CCOC1=O
  A: /; B: 2.8%; C: i; D: -8%; E: 8%; F: /; G: /; H: /; I: -14%

(next part)
molecule	Nrf2 block	Nrf2 ARE act	S2 tox	HepG2 tox	TGFb SMAD3 inh	ATXN2 expr inh	A549 viability	MCF10A rereplic	EPAC2 antag
CC[C@@]1(C(=O)OC)N[C@H](CN(C)C(=O)Nc2ccc(C)cc2)[C@@H]2C(=O)N(C)C(=O)[C@@H]21	11%	-0.7%	i	3%	5%	4%	-3%	0%	2%
S=C(NCc1ccco1)NCc1ccco1	7%	0.3%	i	5%	-24%	1%	-2%	3%	0%
CCC(C)NC(=O)C1CCN(S(=O)(=O)N2CCOCC2)CC1 (stereo not drawn)	10%	-0.1%	i	11%	1%	/	0%	7%	-3%
Cc1ccc(NC(=O)NC(=O)CN2CCC(C(N)=O)CC2)c(C)c1	?	2.7%	i	1%	-3%	35%	5%	12%	-9%
C/C(=N\O)c1ccc2c(c1)CC(C)O2 (stereo not drawn)	?	-0.2%	i	11%	-7%	28%	-7%	2%	5%
COc1ccccc1-c1ccc(SCc2ccc(F)cc2)nn1	-14%	2.6%	i	-16%	-1%	21%	6%	?	11%
CC12C(=O)N(c3ccc(OC(=O)c4ccco4)cc3)C(=O)C1C1c3ccccc3C2c2ccccc21 (stereo not drawn)	8%	-0.3%	i	4%	8%	-7%	-1%	?	12%
CCCC1S/C(=N/N=C/c2ccc(C)cc2)N(Cc2ccc(OC)cc2)C1=O (stereo not drawn)	-5%	0.2%	i	7%	-4%	-10%	-13%	6%	0%[57.1 µM]
CCCS(=O)(=O)NC(=O)C1(C)CCN(C(=O)c2cc(C)on2)C1 (stereo not drawn)	/	0.4%[9.22 µM]	i	5%	1%	10%	/	/	10%
COc1ccc(Cc2nnc(NC(=O)c3ccco3)s2)cc1	?	8.4%	i	-14%	12%	16%	2%	2%	-1%
CCN(C(=O)CSc1nnc(-c2ccc(OC)cc2)n1N)c1c(N)n(Cc2ccccc2)c(=O)[nH]c1=O	6%	0.2%	i	9%	19%	-1%	-1%	2%	4%
COc1ccc(S(=O)(=O)NCc2cccnc2)cc1NC(=O)c1ccccc1	-2%	-0.2%	i	0%	2%	-12%	-7%	2%	3%
O=C(CN1C(=O)C2CC=CCC2C1=O)N1CCN(c2ccc([N+](=O)[O-])cc2)CC1 (stereo not drawn)	-17%	-0.6%	?	-16%	-13%	?	-8%	-1%	-4%
CC1=C(C(=O)OC(C)(C)C)C(c2ccc3ccccc3c2)NC(=O)N1C (stereo not drawn)	-26%	3.4%	i	-29%	-2%	4%	-5%	?	-25%
COc1ccccc1C1CC(=O)N(c2cccc(C(F)(F)F)c2)C2=C1C(=O)OC2 (stereo not drawn)	-7%	0.2%	i	-2%	-1%	5%	1%	/	/
COc1ccc(CC(=O)NNS(=O)(=O)c2ccc(F)cc2)cc1OC	3%	-0.2%	i	11%	3%	/	-6%	0%	11%
C/C(=N\NC(=O)CNc1ccc(F)cc1)c1cc2ccccc2o1	-30%	3.1%	i	-7%	13%	22%	1%	8%	-24%
O=C(Nc1ccccc1)N(Cc1ccc(Cl)cc1)CC(O)C(F)(F)F (stereo not drawn)	-5%	-0.1%	i	3%	9%	6%	-5%	-4%	-6%
